Screening data: PubChem BioAssay, several laboratories
CD11b adhes inh: blocks human CD11b/CD18 adhesion to fibrinogen; P05107+P11215; K562 CD11b/CD18 adhesion to fibrinogen, ATPlite luminescence; Mn2+ added to activate the integrin; inhibition, % at 10 µM; 93,000 compounds, 0.54% hits; AID 1497;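 active = primary inhibition of 50% or more at 10 µM, then 40% or more on retest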; also: some results filed as inactive read as strong as hits
H69AR inhibit: growth inhibitors of human H69AR lung tumor cells; H69AR lung tumor viability, ATP luminescence, 72 h; stronger effect = lower value; viability, % at 10 µM; 85,000 compounds, 6% hits; AID 598;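 active = viability at or below 40%; inactive = viability above 40%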;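 also: multidrug resistant small cell line overexpressing MRP-1 efflux transporter; 100% = mean luminescence of untreated control wells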
CYP2C19 activ: activators of human cytochrome P450 2C19 | P33261 | recombinant CYP2C19, luciferin-H EGE luminescence; stronger effect = higher value; 0 = fully inhibited enzyme, 1 = untreated enzyme | activation factor at 5 µM | 96,000 tested, under 10 active | AID 1025;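 active = activation factor of at least 2 at 5 µM in the primary screen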;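 also: 0 = wells with 2.5 mM tranylcypromine and 1 = vehicle-only wells; values of inactives mirror those of a sister screen read the other way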
Target sequence (P33261 whole entry, looked up): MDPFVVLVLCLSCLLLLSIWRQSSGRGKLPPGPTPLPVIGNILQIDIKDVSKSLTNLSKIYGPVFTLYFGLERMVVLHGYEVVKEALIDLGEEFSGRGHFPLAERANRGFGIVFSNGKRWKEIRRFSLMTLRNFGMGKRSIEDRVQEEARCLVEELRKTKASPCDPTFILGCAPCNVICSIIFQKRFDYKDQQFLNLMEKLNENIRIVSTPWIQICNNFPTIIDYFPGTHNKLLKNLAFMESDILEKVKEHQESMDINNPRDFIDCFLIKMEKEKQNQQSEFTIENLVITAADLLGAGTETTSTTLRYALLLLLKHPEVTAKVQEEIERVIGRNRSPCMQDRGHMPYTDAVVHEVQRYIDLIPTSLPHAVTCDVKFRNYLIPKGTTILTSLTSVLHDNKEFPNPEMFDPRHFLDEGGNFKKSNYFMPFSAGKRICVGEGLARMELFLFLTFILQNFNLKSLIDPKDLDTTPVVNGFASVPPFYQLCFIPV
ERa coact pot: enhances coactivator binding to human estrogen receptor alpha; 86,000 compounds, 1.3% hits; AID 639; TR-FRET ERalpha-LBD/SRC-Cy5 coactivator binding, 2 h; 100 = basal binding, no effect; P03372; coactivator binding (% of control), % at 25.6 µM; in the data active = activity above about 200%;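 also: binding measured in presence of low estradiol as agonist stimulus; 0% = peptide alone without receptor and 100% = receptor with peptide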
Target sequence (P03372 whole entry, looked up, the tested form may be a part): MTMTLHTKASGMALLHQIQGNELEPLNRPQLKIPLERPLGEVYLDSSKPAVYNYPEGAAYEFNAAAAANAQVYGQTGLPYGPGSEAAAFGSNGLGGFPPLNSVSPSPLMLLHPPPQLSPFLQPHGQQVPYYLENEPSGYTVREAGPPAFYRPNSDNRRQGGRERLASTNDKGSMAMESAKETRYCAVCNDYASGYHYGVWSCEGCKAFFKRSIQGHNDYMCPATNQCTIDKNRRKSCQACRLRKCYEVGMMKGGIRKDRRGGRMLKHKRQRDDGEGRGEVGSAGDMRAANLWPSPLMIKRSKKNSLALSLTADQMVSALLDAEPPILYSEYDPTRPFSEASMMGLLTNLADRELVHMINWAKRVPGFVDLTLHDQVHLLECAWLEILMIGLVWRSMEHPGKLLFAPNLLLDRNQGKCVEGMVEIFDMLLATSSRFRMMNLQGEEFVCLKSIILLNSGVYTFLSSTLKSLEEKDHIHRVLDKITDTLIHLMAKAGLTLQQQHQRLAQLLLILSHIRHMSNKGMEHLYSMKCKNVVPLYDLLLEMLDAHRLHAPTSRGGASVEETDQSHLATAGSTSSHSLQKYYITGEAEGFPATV
CD11b adhes enh: CD11b/CD18-fibrinogen binding enhancement; P05107+P11215; 93,000 compounds, 0.07% hits; activation, % at 10 µM; AID 1499; K562 CD11b/CD18 adhesion to fibrinogen, ATPlite luminescence;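 active = 10 µM primary screen giving 50% or more activity, confirmed by 40% or more on retest at that dose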; also: strong numbers were not always called active
Lung fibro prol: blocks proliferation of human lung fibroblasts. viability, % at 10 µM. 85,000 compounds, 1.1% hits. LL 47 human lung fibroblast viability, ATP luminescence; stronger effect = lower value;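 active = viability at or below 50% in the single dose screen; inactive = viability above 50%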;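 also: compound exposure lasted 72 h before the ATP readout; 100% = median luminescence of untreated cell-only wells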
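material = human LL 47 lung fibroblast cells | dosing = compounds added from tenfold dosing solution, 0.1% DMSO final | timing = overnight cell rest, 72 h compound treatment at 37 °C | measured by = CellTiter-Glo luminescence measuring cellular ATP | evaluation = % viability versus median cells-only luminescence | control set = cell-only wells, no compound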
ERa SRC1 inh: blocks coactivator binding to human estrogen receptor alpha; TR-FRET ER-alpha LBD / SRC-1 peptide, estradiol-bound; inhibition, % at 25.6 µM; 86,000 compounds, 1.7% hits; in the data active = inhibition above about 50%;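 also: 0% = receptor plus peptide control and 100% = peptide only without receptor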
HUVEC inhibit: inhibitors of human endothelial cell proliferation. 86,000 compounds, 1.1% hits. viability, % at 10 µM (by protocol). AID 648. HUVEC proliferation, CellTiter-Glo luminescence, 72 h; stronger effect = lower value;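 active = viability at or below 30%; inactive = viability above 30%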;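 also: 100% = median luminescence of DMSO-only cell control wells on each plate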
CYP2C19 inhib: blocks human cytochrome P450 2C19; CYP2C19 Supersomes, luciferin-H EGE luminescence, 30 min; inhibition, % at 5 µM; P33261; AID 778; 96,000 compounds, 21% hits;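 active = CYP2C19 inhibition above a set limit at 5 µM in the primary screen, cut at about 50% in these data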;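 also: plate controls were negative control wells for no effect and 2.5 mM tranylcypromine positive control for full effect; values of inactives mirror those of a sister screen read the other way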
Starred values were filed as active, the others as inactive; nt = not tested or not shown; [ ] = another dose, or the depositor's remark.

SMILES	CD11b adhes inh	H69AR inhibit	CYP2C19 activ	ERa coact pot	CD11b adhes enh	Lung fibro prol	ERa SRC1 inh	HUVEC inhibit	CYP2C19 inhib
CC1CCC(NC(=O)Cn2c3c(c(-c4ccccc4Cl)cc2=O)CCC3)CC1 (stereo not drawn)	6	94	0.9	98[fluorescence artefact?]	1	92	3	111	7
CC(CCc1ccco1)NC(=O)Nc1cccc(F)c1 (stereo not drawn)	1	90	0.2	105	3	101	15	106	84*
Cc1cc(C)cc(C(=O)N(c2ccccn2)C(C)c2ccco2)c1 (stereo not drawn)	-6	92	0.8	95	-4	95	-14	106	20
COc1ccc(CCNC(=O)c2ccc(CS(=O)(=O)c3ccc(C)cc3)o2)cc1OC	8	91	0.8	77	-4	107	20	101	18
CS(=O)(=O)c1ccc2c(c1)SC1=NC(=O)/C(=C/c3ccco3)C(=N)N12	-13	71	0.9	27[fluorescence artefact?]	51	102	83*[fluorescence artefact?]	79	9
Cc1onc(-c2ccccc2)c1C(=O)n1cc(Br)cn1	nt	95	nt	95[fluorescence artefact?]	nt	99	-4	86	nt
CC(C)c1ccc(NC(=O)N(CCc2nc3ccccc3[nH]2)C2CCCC2)cc1	nt	32*	0.9	94	nt	81	-2	44	6
Cc1cc(=O)[nH]c(SCC(=O)N2CCCCCC2)n1	-27	91	1	72[fluorescence artefact?]	-1	100	-4[fluorescence artefact?]	95	2
CCc1nnc(NC(=O)CN2CCOCC2)s1	-11	81	1.1	97	-2	103	4	107	-13
O=C(NC1CCCCC1NC(=O)c1ccco1)c1ccco1 (stereo not drawn)	-38	99	0.9	111	3	110	5	93	7
COC(=O)[C@@H](NC(=O)Nc1cccc(OC)c1)C(C)C	nt	103	1.1	108	nt	100	-5	99	-8
O=C(Cn1ccc(C(F)(F)F)n1)Nc1ccc(S(=O)(=O)NCc2ccco2)cc1	nt	98	nt	93	nt	96	7[fluorescence artefact?]	104	nt
COc1cc2c(cc1OC)CN(c1ccc(-c3ccccc3OC)nn1)CC2	1	51	0.4	94	-1	56	-2[fluorescence artefact?]	53	62*
CCN(CC)C(=O)CSc1nnc(-c2ccco2)o1	nt	87	nt	81	nt	107	19	103	nt
COc1ccccc1CNC(=O)C(CC(C)C)NC(=O)C1CCC(C)CC1 (stereo not drawn)	-9	nt	0.9	122	1	nt	1[fluorescence artefact?]	nt	10
O=C(Cn1nc(-c2ccc(Cl)cc2)ccc1=O)NCc1ccc2c(c1)OCO2	-3	nt	0.5	nt	7	nt	nt	nt	52*
CCOC(=O)C(c1ccccc1)N1CCN(c2ccc(OC)cc2)CC1 (stereo not drawn)	2	95	0.7	108	0	104	1[fluorescence artefact?]	101	25
O=C(Nc1nccs1)C1(S(=O)(=O)c2ccc(Cl)cc2)CC1	-7	89	0.6	101	-4	93	-28	84	38
COc1ccc(C(=O)Nc2nc(-c3ccc(S(=O)(=O)N4CCOCC4)cc3)cs2)cc1	25	58	0.9	492*[fluorescence artefact?]	24	63	3[fluorescence artefact?]	59	15
COc1ccc(/C=C/C(=O)NC(=S)Nc2ccccc2C(=O)NC2CCCCC2)cc1	1	nt	0.9	nt	-3	nt	nt	nt	14
COc1cc(NC(=O)CN(c2ccc(C)cc2)S(=O)(=O)c2c(C)n[nH]c2C)cc(OC)c1	3	65	0.2	82	1	94	10	80	82*
CC(=O)OCCCNc1cc(Sc2nc3ccccc3s2)c2nonc2c1[N+](=O)[O-]	52	nt	1.1	nt	-14	nt	nt	nt	-13
CC1Cc2ccccc2N1S(=O)(=O)c1cccc(C(=O)OCC(=O)NC2CCS(=O)(=O)C2)c1 (stereo not drawn)	-2	90	0.4	80[fluorescence artefact?]	-2	99	9[fluorescence artefact?]	96	60*
c1cnc2c(SCc3ccc(-c4nnco4)cc3)cccc2c1	4	90	0.1	109	-2	101	-3	99	86*
CCOC(=O)Cn1nc(C)c(-c2ccccc2)c1N	-8	94	0.7	106	-3	102	-27	95	34
(cont.)
SMILES	CD11b adhes inh	H69AR inhibit	CYP2C19 activ	ERa coact pot	CD11b adhes enh	Lung fibro prol	ERa SRC1 inh	HUVEC inhibit	CYP2C19 inhib
O=C(c1scc2c1CCCC2)N1CCOCC1	-2	94	0.8	120	-3	106	-2[fluorescence artefact?]	103	16
O=C(Cc1cccs1)Nc1ccc(N2CCOCC2)cc1	-19	nt	0.7	nt	-4	nt	nt	nt	30
COc1ccccc1CNC(=O)COc1ccccc1OC	-14	100	0	101	2	99	-4	93	97*
Cc1oc2c(CN3CCCC3)c(O)ccc2c(=O)c1-c1ccccc1	8	106	1	112[fluorescence artefact?]	-1	95	1	99	0
Cc1oc2c(c1C(=O)c1ccc(Cl)cc1)C(=O)C(=O)c1ccccc1-2	-9	nt	0.7	nt	-5	nt	nt	nt	28
CC12CCC(C(=O)N3CCN(c4ccccc4)CC3)(CC1=O)C2(C)C (stereo not drawn)	-3	76	0.5	122	-2	104	-9	100	54*
Cc1ccc(CN2CC(C(=O)Nc3cc(S(C)(=O)=O)ccc3Cl)CC2=O)cc1 (stereo not drawn)	16	86	0.9	73	-3	96	33	90	13
O=C(C1=C(O)C(=O)N(c2ncccn2)C1c1ccc(Cl)c(Cl)c1)c1ccco1 (stereo not drawn)	-2	92	0.9	24[fluorescence artefact?]	-2	104	22	105	8
COc1nc2ccccc2cc1-c1noc(-c2cccnc2)n1	16	97	0.8	215*[fluorescence artefact?]	0	107	17[fluorescence artefact?]	95	24
CCOC(=O)N1CCN(C(=O)c2ccc3c(=O)n(CCOC)c(=O)[nH]c3c2)CC1	-3	nt	1	nt	-1	nt	nt	nt	-4
N=c1c(C(=O)NC2CCCC2)cc2c(=O)n3ccccc3nc2n1CCN1CCOCC1	-30	82	1	146	9	105	13	91	1
CSc1ccccc1NC(=O)c1ccc(Cl)s1	5	85	0.5	109	0	87	-1	95	46
COc1ccc(NC(=O)Nc2ccc3c(c2)N(C)C(=O)CS3)cc1OC	14	61	1.1	86[fluorescence artefact?]	1	99	-2[fluorescence artefact?]	76	-11
O=[N+]([O-])c1ccccc1S(=O)(=O)NCCC1=CCCCC1	-11	nt	0.7	nt	-2	nt	nt	nt	28
CC(=O)Nc1nnc(SCc2cccc(F)c2)s1	nt	96	nt	107	nt	103	-4	96	nt
Cc1cnc(C(=O)OCC(=O)Nc2oc(-c3ccccc3)c(-c3ccccc3)c2C#N)cn1	14	34*	0.9	91	5	71	-1	98	10
Cc1onc(-c2ccccc2Cl)c1C(=O)Nc1nnc(C(C)C)s1	-42	89	0.8	104	65	100	-7	101	19
O=C(NCC(c1cccnc1)N1CCN(c2ccc(F)cc2)CC1)c1ccccc1 (stereo not drawn)	nt	87	0.5	104	nt	94	-1	90	54*
CCOc1ccc(-n2c(SCc3nc(-c4cccs4)no3)nnc2-c2ccncc2)cc1	-16	76	0.1	102	6	86	29	86	92*
O=C(CCNS(=O)(=O)c1ccc(Cl)cc1)NCc1ccccn1	2	98	1	127	-5	102	-5	110	-4
Cc1ccc(NC(=O)CSc2nnc(-c3ccccn3)n2C)cc1	-26	93	0.8	108	11	95	4	89	17
O=C(CN1CCN(c2nc(-c3ccc(F)cc3)cs2)CC1)Nc1ccc2c(c1)OCO2	2	40*	0.6	125	5	90	-14	82	45
COc1ccc(CN(C(=O)c2cnccn2)C(C(=O)NC(C)(C)C)c2cc(OC)c(OC)c(OC)c2)cc1 (stereo not drawn)	nt	98	nt	109	nt	94	3	101	nt
Cc1ccc(C)c(S(=O)(=O)NC(CCC(N)=O)C(=O)O)c1 (stereo not drawn)	13	93	1.2	110[fluorescence artefact?]	-2	106	-9	87	-18
CCOc1ccc(/C(O)=C2\C(=O)C(=O)N(CCN(C)C)C2c2cc(OC)ccc2OC)cc1Cl (stereo not drawn)	nt	100	nt	123	nt	101	0	111	nt
Additional compounds:
SMILES	CD11b adhes inh	H69AR inhibit	CYP2C19 activ	ERa coact pot	CD11b adhes enh	Lung fibro prol	ERa SRC1 inh	HUVEC inhibit	CYP2C19 inhib
CCCCOc1ccccc1C(=O)NCCCC(=O)O	1	93	1	97	11	105	-3	112	4
O=c1nc2s/c(=C\c3ccco3)c(=O)n2nc1Cc1ccc(F)cc1	-23	95	1	4[fluorescence artefact?]	77	103	96*[fluorescence artefact?]	93	0
O=C(CC1CCCCC1)NC1CCCC1	6	96	1.1	110	0	99	-24	99	-9
CCOC(=O)c1c(C)c(C(=O)NCc2ccc3c(c2)OCO3)c(C)n1CC	nt	95	nt	88	nt	110	-1	87	nt
CCCCOc1ccc(C(=O)N/C(=C\c2cccc([N+](=O)[O-])c2)C(=O)OCCC)cc1	8	nt	1.1	nt	1	nt	nt	nt	-9
O=C(CN1CCN(Cc2ccccc2)CC1)Nc1cccc(C(F)(F)F)c1	-1	nt	0.4	nt	-3	nt	nt	nt	55*
Cc1cc(NC(=O)c2cnn3c(C(F)(F)F)cc(-c4ccc(Br)cc4)nc23)no1	13	54	0.8	98	-4	103	11	89	24
COc1ccc(S(=O)(=O)N2CCC(C(=O)NC3CC3)CC2)cc1Cl	0	92	0.2	106[fluorescence artefact?]	-2	93	-9	86	78*
Cc1csc2nc(CCNS(=O)(=O)c3cccs3)cn12	-5	88	0.3	67[fluorescence artefact?]	2	104	50	92	70*
Cn1nc(C(F)(F)F)c2cc(C(=O)Nc3ccc(F)cc3F)sc21	-19	nt	0.9	nt	2	nt	nt	nt	7
Cc1ccccc1N(Cc1ccccc1F)S(C)(=O)=O	-12	86	0.1	100	-5	98	-5	99	95*
COC(=O)c1cc(COC(=O)c2ccc3ccccc3n2)oc1C	26	104	0.6	116	-5	99	-3	92	44
O=C(Nc1ccc(F)cc1)N1CCN(c2ccc3nnc(-c4ccc(F)cc4)n3n2)CC1	-7	55	0.5	128	-1	86	-4	74	50*
Cc1ccc2[nH]c(=O)c(CN(CCCN(C)C)C(=O)Nc3cccc(Cl)c3)cc2c1	12	nt	1	nt	-1	nt	nt	nt	-4
COc1ccc(C(=O)CSc2nn3c(=O)c(C(C)(C)C)nnc3s2)cc1	-12	48	0.9	110	-2	66	-3	51	14
CC(C)Sc1nc2c(c(=O)[nH]c(=O)n2C)n1Cc1ccc(Cl)cc1	-12	82	1	80	-1	86	-13	109	-1
O=S(=O)(N1CCCCCC1)N1CCN(S(=O)(=O)N2CCOCC2)CC1	-3	98	0.9	127	-2	99	-11	97	9
Cc1csc2nc(CNS(=O)(=O)c3ccc4c(c3)OCCO4)cn12	-37	98	0.4	104	0	99	2	107	64*
CC(=O)c1ccccc1OCCn1nnc(-c2ccc(C)cc2)n1	nt	86	nt	107	nt	100	-2	93	nt
Cc1ccc(OCCCN2C(=O)C(=O)c3cccc(C)c32)cc1	nt	67	0.6	97	nt	88	-1	78	44
CCCCNC(=O)Cc1coc2ccc3ccccc3c12	-12	79	0.4	124	3	98	18	91	64*
COc1ccc(C(CNC(=O)c2cc(=O)[nH]c3ccccc23)N2CCCC2)cc1 (stereo not drawn)	2	nt	1	nt	1	nt	nt	nt	4
O=C(c1cc2cc(Br)cc(Br)c2oc1=O)N1CCCc2ccccc21	4	nt	1.2	nt	5	nt	nt	nt	-20
